High-throughput results (PubChem BioAssay)
NR3A LBD binder: modulates the human NR3A ligand-binding domain; NR3A LBD differential scanning fluorimetry, Tm shift; 0% = protein alone, 100% = glycine-bound protein; Tm shift relative to glycine control, % at 25 µM; 2.5% of 340,000 active; AID 1259313;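 active means melting temperature shift of at least 10% of the positive control shift, at one fixed dose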
MPTP block: permeability transition pore inhibition; isolated mouse mitochondria, Ca2+ swelling absorbance, 30 min; inhibition, % at 10 µM; 1.4% of 360,000 active; AID 602449;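 active means inhibition of 50% or more, scaled per plate between neutral and stimulator controls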;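 further: 0% = DMSO wells given calcium and 100% = 1 mM EGTA wells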
* = called active by the depositor; / = no result given. An excerpt, so the mix of outcomes need not match the whole.

cpd | SMILES | NR3A LBD binder | MPTP block
1 | COc1ccc(C(c2nnnn2-c2ccc3c(c2)OCCO3)N2CCC(n3c(=O)[nH]c4ccccc43)CC2)cc1 (configuration not stated) | / | -2.8
2 | c1ccc(CN2Cc3ccccc3-n3nncc3C2)cc1 | / | 2.0
3 | CCC(c1nnnn1-c1ccc(OC)cc1)N1CCC2(CC1)C(=O)NCN2c1ccccc1 (configuration not stated) | / | -1.5
4 | CN(c1ccc(O)cc1)c1ccc([N+](=O)[O-])c2nonc12 | / | 12.6
5 | O=S(=O)(c1cccc(C(F)(F)F)c1)N1Cc2ccccc2-n2nncc2C1 | / | -0.7
6 | NN=C1C(Cl)=C(Cl)C(Cl)=C1Cl | / | 3.5
7 | O=C1NCN(c2ccccc2)C12CCN(C(c1cccs1)c1nnnn1-c1ccc3c(c1)OCCO3)CC2 (configuration not stated) | / | 1.5
8 | CCOC(=O)[C@]12Cc3ccc(C)cc3[C@H]1N(C1CCCCC1)C(=O)c1cc(OC)ccc12 | / | -5.2
9 | Cc1ccc(S(=O)(=O)N2Cc3cc(-c4ccccc4)ccc3-n3nncc3C2)cc1 | / | -1.2
10 | CN1CCCCC1Cc1ccccc1 (configuration not stated) | / | 0.1
11 | COC(=O)[C@@H]1N=C(c2ccc(OC)cc2)O[C@]12C(=O)N(C)c1cccc(Cl)c12 | / | 0.8
12 | CC(C)(OOC1(c2ccccc2)NC(=O)c2ccccc21)c1ccccc1 (configuration not stated) | / | 1.6
13 | COc1ccc(OC(=O)N(C)C[C@H]2OCc3cnnn3CCCC(=O)N([C@@H](C)CO)C[C@H]2C)cc1 | / | -0.8
14 | CCOC(=O)[C@]12Cc3cc(C)ccc3[C@H]1N(C)C(=O)c1ccccc12 | / | -1.1
15 | CSCCC(c1nnnn1C(C)(C)C)N1CCC2(CC1)C(=O)NCN2c1ccccc1 (configuration not stated) | / | 0.2
16 | CCOC(=O)[C@]12Cc3c(cc(OC)c(OC)c3OC)[C@H]1N(C(C)C)C(=O)c1ccccc12 | / | -2.5
17 | O=C1NCCCCC1(Cl)Cl | 2.0 | -0.1
18 | CN1C(=O)C(C)(C2=CCCCC2)C(=O)NC1=S (configuration not stated) | -1.0 | -1.9
19 | C(=NN1CCCCCC1)c1c[nH]c2ccccc12 | -2.5 | 0.0
20 | COc1ccc2c(c1)NP(=S)(c1ccccc1)N2C (configuration not stated) | 3.3 | -1.3

In the list so far, these have a halogen.
cpd | SMILES | NR3A LBD binder | MPTP block
5 | O=S(=O)(c1cccc(C(F)(F)F)c1)N1Cc2ccccc2-n2nncc2C1 | / | -0.7
6 | NN=C1C(Cl)=C(Cl)C(Cl)=C1Cl | / | 3.5
11 | COC(=O)[C@@H]1N=C(c2ccc(OC)cc2)O[C@]12C(=O)N(C)c1cccc(Cl)c12 | / | 0.8
17 | O=C1NCCCCC1(Cl)Cl | 2.0 | -0.1

Carrying on.
cpd | SMILES | NR3A LBD binder | MPTP block
21 | CC(=O)OC1CCC2(C)C(CCC3C4CC(N5CC5)C(C(C)=O)C4(C)CC(=O)C32)C1 (configuration not stated) | -4.4 | 0.4
22 | COc1cccc2c1N=C1CCCC3CN(C(C)=O)CCC123 (configuration not stated) | -3.0 | -1.2
23 | CCC(C)N1C(=O)/C(=C/c2ccc3c(c2)CCN3CCCCl)C(=O)NC1=S (configuration not stated) | -20.1 | 10.7
24 | NCC(=O)c1ccccc1 | -2.4 | -1.5
25 | O=C(O)c1ccc2c(c1)C1C(Cl)C(Sc3ccccc3[N+](=O)[O-])CC1C(c1cccc([N+](=O)[O-])c1)N2 (configuration not stated) | -3.0 | 0.0
26 | COC(=O)C12CCc3c(ccc4cc(OC)ccc34)C1=CC(=O)C2 (configuration not stated) | 2.7 | -0.1
27 | CC(=O)c1ccc2c(c1)C1C(Cl)C(Sc3ccccc3[N+](=O)[O-])CC1C(C(=O)O)N2 (configuration not stated) | 7.6 | -0.6
28 | CN(C)[C@@H]1C(=O)C(C(N)=O)=C(O)[C@@]2(O)C(=O)C3=C(O)c4c(O)ccc(Cl)c4[C@@](C)(O)[C@H]3C[C@@H]12 | 0.8 | 0.2
29 | COc1ccc(/C=C2/C(=O)NC(=S)N(C3CC3)C2=O)cc1CN1C(=O)c2ccccc2C1=O | -1.1 | 28.4
30 | O=C1NC(=O)N(CCc2ccc(F)cc2)C(=O)/C1=C\C=C\c1ccccc1 | -3.2 | -4.6
31 | Cc1ccc(-c2cc(-c3ccc(C)cc3)[n+](C)o2)cc1 | -1.6 | 3.6
32 | ClCCN(CCCl)c1ccc(C2=NCCc3ccccc32)cc1 | 2.4 | 2.6
33 | CC(C)(O)C1C2OC(=O)C1C1(O)CC3OC34C(=O)OC2C14C (configuration not stated) | 4.5 | -0.2
34 | O=C1NC(=O)C2(CCN(S(=O)(=O)c3ccccc3)CC2)C(=O)N1 | -0.2 | -0.2
35 | Cc1[nH]c2ccccc2c1CN1CCCCC1 | -4.1 | -0.1
36 | N#CC12CNCC1CN=N2 (configuration not stated) | 9.2 | 0.2
37 | CN(C)Cc1c[nH]c2ccc([N+](=O)[O-])cc12 | 2.9 | -0.8
38 | O=C(Cc1c[nH]c2ccccc12)NNCc1ccc(N(CCCl)CCCl)cc1 | -1.6 | -0.2
39 | Clc1ccc(-c2nc3ccc(Cl)cn3c2CN2CCCCC2)cc1 | -0.7 | -1.7
40 | CC1=CC2OC3CC4OC(=O)C=CC=CC(C(C)O)OCC(O)C5(C)OC5C(=O)OCC2(CC1O)C4(C)C31CO1 (configuration not stated) | -2.8 | 0.5
41 | O=[N+]([O-])c1ccc(C(=Nc2ccccc2)N2CC2)cc1 | -6.1 | -0.8
42 | C=C1C(C)C2C(Cc3ccccc3)NC(=O)C23OC(=O)/C=C/C(O)CCCC(C)C/C=C/C3C1O (configuration not stated) | 1.7 | -1.1
43 | C#CC1(O)CCC2C3CCC4=CC(=O)CCC4=C3C=CC21C (configuration not stated) | 2.7 | 0.8
44 | CC1(O)CCC2C3CCC4=CC(=O)CCC4(C)C34OC4CC21C (configuration not stated) | 1.9 | 1.6
45 | CCOC(=O)C1(c2ccccc2)CCN(CC(=O)c2ccc(NC(C)=O)cc2)CC1 | 0.5 | 0.6
46 | CCOC(=O)c1cc2c(cn1)[C@@H](CCO)NC2 | -0.7 | 0.0
47 | CC1(C(=O)O)CC12c1ccccc1-c1ccccc12 (configuration not stated) | 1.3 | -2.2
48 | COc1ccc(S(=O)(=O)N2Cc3cnnn3-c3ccccc3C2C#N)cc1 (configuration not stated) | 2.2 | -1.8
49 | COC1CCC(OC2CC(C3(C)CCC4(CC(O)C(C)C(C(C)/C=C(\C)C(=O)C(C)CC(C)C(=O)O)O4)O3)OC3(OC(C4OC(O)(CO)C(C)CC4C)CC3C)C2C)OC1C (configuration not stated) | 5.3 | 6.0
50 | CCC1(c2ccccc2)C(=O)NC(=S)NC1=O | 11.2* | -1.1
51 | CC1=C(C)CC2(C(=O)NC(=S)NC2=O)C(C)C1 (configuration not stated) | -0.2 | -1.7
52 | N#CC1c2ccccc2-n2nncc2CN1C(=O)CCc1ccccc1 (configuration not stated) | -0.3 | -1.7
53 | CSc1ccccc1NP1(=O)OCC(C)([N+](=O)[O-])CO1 (configuration not stated) | -2.8 | -0.3
54 | OC1C2CN3CN(C2)CC1(c1ccccc1)C3 (configuration not stated) | -0.1 | -0.7
55 | O=P(N1CCCCCC1)(N1CCCCCC1)N1CC1 | -2.1 | -1.5
56 | COc1ccc(-c2cc(=NCCC(=O)O)c3cc(C)ccc3o2)cc1 | -2.5 | 7.0
57 | O=C1NC(=O)N(c2ccccc2F)C(=O)/C1=C/c1ccc(Sc2nc3ccccc3[nH]2)o1 | 102.3* | 38.0
58 | COc1cc2c(c(OC)c1OC)-c1ccc(O)cc1C(NC(C)=O)CC2 (configuration not stated) | -1.2 | -2.7
59 | O=C(NN=Cc1ccc(N(CCCl)CCCl)cc1)c1cccc([N+](=O)[O-])c1 | -5.8 | 2.3
60 | CC(=O)OC1CCC2(C)C(=CC(=O)C3C2CCC2(C)C(OC(C)=O)CCC32)C1 (configuration not stated) | -0.2 | 0.8
61 | O=C(NN=Cc1ccc(N(CCCl)CCCl)cc1)c1cccnc1 | 0.8 | 2.1
62 | CC(C)n1c(O)c(C2c3cc(Cl)ccc3Oc3[nH]c(=O)n(C(C)C)c(=O)c32)c(=O)[nH]c1=O (configuration not stated) | 3.6 | 0.8
63 | Cc1ccccc1CN1Cc2cnnn2-c2ccccc2C1C#N (configuration not stated) | -0.5 | -0.2
64 | CCOP(=S)(OCC)N1CC1 | 0.4 | -0.6
65 | CCC1(CC)COP(=O)(OCC(Cl)CCl)OC1 (configuration not stated) | 3.1 | 0.7
66 | CC(C)Oc1cccnc1N(C)C1CCN(Cc2ccccc2)CC1 | -1.7 | -0.2
67 | CC(N)C(=O)NC1C2C(=C(O)CC(O)C2O)C(=O)OC1(C)C(Cl)Cl (configuration not stated) | -1.0 | -0.9
68 | COc1cc2c(cc1/C=C/[N+](=O)[O-])OCO2 | 1.5 | 7.5
69 | COc1cc2c(cc1OC)C13CCN4CC5=CCOC(CC(=O)O)C(C5CC41)C3N2 (configuration not stated) | 0.0 | -0.8
70 | CC1CC2(C)C(CCC3C2CCC2(C)C(OP(=O)(N4CC4)N4CC4)CCC32)CC1=O (configuration not stated) | 1.3 | 0.8
71 | O=c1c([N+](=O)[O-])cn(O)cc1[N+](=O)[O-] | 1.3 | -1.6
72 | O=C1NC(=O)C(=Cc2c(Cl)cccc2Cl)C(=O)N1 | -1.7 | 2.3
73 | CSc1ncc(/C=C2/C(=O)NC(=O)N(c3ccc(Cl)cc3)C2=O)cn1 | -0.2 | -6.0
74 | CC=C(CC)C1(CC)C(=O)NC(=S)NC1=O | 1.4 | -0.7
75 | CC1C(c2ccccc2)OC(=O)N1C (configuration not stated) | -0.2 | -0.5
76 | C=C1C(=O)OC2CC3(C)OC3CCC(C)=CC(OC(C)=O)C12 (configuration not stated) | -1.0 | -0.6
77 | N#Cc1c(Br)n(C2OC(CO)C(O)C2O)c2ncnc(N)c12 (configuration not stated) | -2.8 | -2.3
78 | CC(C)N1CCN(c2ccc(O)cc2)CC1 | -0.2 | 0.2
79 | CN1Cc2cnnn2-c2ccccc2C1C#N (configuration not stated) | -1.1 | -1.2
80 | CC1=CC2OC3CC4OC(=O)C=CC=CC(C(C)O)OCC(O)C(C)CC(=O)OCC2(CC1O)C4(C)C31CO1 (configuration not stated) | -2.8 | -1.4

Laid out differently: 6 of the compounds above.
(63) Cc1ccccc1CN1Cc2cnnn2-c2ccccc2C1C#N (configuration not stated)
(64) CCOP(=S)(OCC)N1CC1
(65) CCC1(CC)COP(=O)(OCC(Cl)CCl)OC1 (configuration not stated)
(66) CC(C)Oc1cccnc1N(C)C1CCN(Cc2ccccc2)CC1
(67) CC(N)C(=O)NC1C2C(=C(O)CC(O)C2O)C(=O)OC1(C)C(Cl)Cl (configuration not stated)
(68) COc1cc2c(cc1/C=C/[N+](=O)[O-])OCO2

entry no.,63,64,65,66,67,68
NR3A LBD binder,-0.5,0.4,3.1,-1.7,-1.0,1.5
MPTP block,-0.2,-0.6,0.7,-0.2,-0.9,7.5

Following part
cpd | SMILES | NR3A LBD binder | MPTP block
81 | O=P(Oc1ccc(-c2ccccc2)cc1)(N1CC1)N1CC1 | -0.2 | -2.0
82 | O=C1NC2C(=CC(O)C(O)C2O)c2cc3c(cc21)OCO3 (configuration not stated) | 4.2 | -1.5
83 | O=C1c2ccccc2-c2cccc3cccc1c23 | 5.8 | -1.0
84 | CC1([N+](=O)[O-])COP(=O)(NC2CC2)OC1 (configuration not stated) | -1.4 | -1.0
85 | C=CCN1C(=O)NC(=O)/C(=C/C=C/c2ccccc2)C1=O | 2.6 | 2.0
86 | Nc1ccc(-c2ccccc2)cc1 | -2.5 | -1.2
87 | CC(=O)OC1C2(CC3N4C(=O)C5(CO)SSC4(CC31O)C(=O)N5C)OC(C)C(C)(C)C2=O (configuration not stated) | 0.0 | -0.9
88 | O=[N+]([O-])c1ccc(N2CC2)c([N+](=O)[O-])c1 | -1.0 | -0.2
89 | COc1ccc(C2=CC(c3ccc4c(c3)OCO4)c3c(c4ccccc4oc3=O)O2)cc1OC (configuration not stated) | 9.8 | -0.1
90 | C=CC(=O)OCCO | 1.4 | -0.2
91 | COP(=O)(NC(C)=O)SC (configuration not stated) | -1.1 | -0.6
92 | O=C1NC(=O)C2(CCCc3ccc(N(CCCl)CCCl)cc32)N1 (configuration not stated) | -1.3 | -0.1
93 | COC(/C(C)=C/C=C/C(C)=C/c1coc(C)n1)C(C)C1CC(O)C2(C)OC2C=CC(C)C2CC(CC(=O)O2)CC2OC2C(=O)O1 (configuration not stated) | 1.3 | 0.5
94 | COc1ccc2c(c1)NP(=S)(c1ccccc1)N2 (configuration not stated) | -4.3 | -2.0
95 | Nc1ccc(Cc2ccc(N)c(Cl)c2)cc1Cl | -8.7 | 0.6
96 | Cc1nc(C)c(C(=O)NN=Cc2ccc(N(CCCl)CCCl)cc2)s1 | -13.9 | 0.0
97 | Cc1ccccc1-c1ccc2n1Cc1cnnn1-c1ccccc1-2 | -1.7 | -0.8
98 | CC[C@H]1OC(=O)C[C@@H](O)[C@H](C)[C@@H](O[C@@H]2O[C@H](C)[C@@H](O[C@H]3C[C@@](C)(O)[C@@H](O)[C@H](C)O3)[C@H](N(C)C)[C@H]2O)[C@@H](CC=O)C[C@@H](C)C(=O)/C=C/C(C)=C/[C@@H]1CO[C@@H]1O[C@H](C)[C@@H](O)[C@@H](OC)[C@H]1OC | -8.0 | -0.4
99 | C=CCN(CC=C)C(=O)CCN1CC1C (configuration not stated) | -0.2 | -1.7
100 | O=C(NN=Cc1ccc(N(CCCl)CCCl)cc1)C(=O)c1c[nH]c2ccccc12 | 8.2 | 1.6
101 | CN(C)c1ccc(C=C2C(=O)NC(=O)NC2=O)cc1 | 1.2 | 1.7
102 | CC1c2ccccc2-n2nncc2CN1C (configuration not stated) | 2.4 | -0.5
103 | CC1CN1P1(=O)OCC(C)([N+](=O)[O-])CO1 (configuration not stated) | -0.2 | 1.1
